Compound activity deposited in PubChem BioAssay by National Center for Advancing Translational Sciences (NCATS).
RECQ1 helicase – inhibitors of human RECQ1 DNA helicase. actives 0.54% (n = 240,000). AID 2549. P46063. Potency, µM (titrated, usually from 57.3 µM), without a hit: at the top dose activity, negative = inhibition, hits mostly inhibitors. RECQ1 DNA unwinding, red fluorescence kinetic read;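 also: plate controls were vehicle for no effect and no enzyme for full effect; nearly all actives have a fitted effect of over 30% in size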
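RECQ1T1 50 nM; forked duplex (20 bp + 30-nt ss tails) 200 nM, ATP 2 mM final; pH 8.0, 2 mM MgCl2, 2.5 ug/ml poly(dI-dC); 15 min compound preincubation; discontinuous kinetic read over 2 h at RT.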
TexasRed fluor – alters Texas Red total fluorescence, flagging assay interference | actives 0.29% (n = 280,000) | AID 1479 | Potency, µM (titrated, usually from 106 µM), for inactives: at the highest dose fluorescence change, negative = quenching | TRb/SRC2 Texas Red total fluorescence interference; active = well fitted curve in either direction with a large enough effect; inconclusive = small, poorly fitted or top-dose-only effect; also: % is scaled to controls: 0 for no effect and ±100 for the full control effect
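Human TRb ligand-binding domain at 0.6 uM with 20 nM Texas Red SRC2 peptide in Tris buffer containing 1 uM T3 and 5% DMSO, incubated with compound 5 h at ambient temperature. Total fluorescence (555/632 nm) calculated as parallel + 2 × perpendicular.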
SMN2 splice enh – enhancers of SMN2 splice variant expression | HEK293 SMN2-luciferase splicing reporter, luminescence, 30-36 h | Potency, µM (series often up to 46.1 µM), without a hit: top-dose activity change, positive = activation, hits mostly activators | actives 2.8% (n = 210,000) | AID 1458; also: % of control where 0% means no effect; nearly all actives have a fitted effect of over 55% in size
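HEK293 cells carry an SMN2 […]–luciferase reporter in which exon 7 inclusion puts luciferase in frame. Cells were plated 10-12 h before compound addition, then incubated 30-36 h at 37C. ONE-Glo luminescence was read; sodium butyrate at 4.5 mM final served as control.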
LMNA splice mod – LMNA splicing modulation | HeLa LMNA splicing GFP/RFP minigene ratio, 48 h | Potency, µM (top dose mostly 46.1 µM), inactives show top-dose ratio change, negative = inhibition, usual class: inhibitors | actives 0.01% (n = 200,000); active = well fitted inhibition curve with a large enough effect in the signal ratio, with a control signal flat, not every such curve was filed as active; inconclusive = small, poorly fitted or top-dose-only effect, or effect the other way, or a change in a side signal; the % refers to the signal ratio; also: % is scaled to controls: 0 for no effect and ±100 for the full control effect
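S3 HeLa stable clones carrying a lamin A-EGFP splicing minigene plus DsRed2 were seeded at 600 cells/well in Opti-MEM with 2% FBS, pin-dosed and incubated 48 h at 37°C. Acumen cytometry (488 nm) gave the GFP/RFP total-intensity ratio.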
TRb-SRC2 inh – disrupts binding of human TR beta to SRC2. actives 0.065% (n = 280,000). Potency, µM (series often up to 106 µM), without a hit: at the top dose activity change, negative = inhibition, hits mostly inhibitors. AID 1469. TRbeta-SRC2 peptide binding, fluorescence polarization; receptor liganded with 1 µM T3;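 also: plate controls were bound peptide for no effect and peptide without receptor for full effect; nearly all actives have a fitted effect of over 50% in size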
Target sequence (P10828 whole entry, looked up): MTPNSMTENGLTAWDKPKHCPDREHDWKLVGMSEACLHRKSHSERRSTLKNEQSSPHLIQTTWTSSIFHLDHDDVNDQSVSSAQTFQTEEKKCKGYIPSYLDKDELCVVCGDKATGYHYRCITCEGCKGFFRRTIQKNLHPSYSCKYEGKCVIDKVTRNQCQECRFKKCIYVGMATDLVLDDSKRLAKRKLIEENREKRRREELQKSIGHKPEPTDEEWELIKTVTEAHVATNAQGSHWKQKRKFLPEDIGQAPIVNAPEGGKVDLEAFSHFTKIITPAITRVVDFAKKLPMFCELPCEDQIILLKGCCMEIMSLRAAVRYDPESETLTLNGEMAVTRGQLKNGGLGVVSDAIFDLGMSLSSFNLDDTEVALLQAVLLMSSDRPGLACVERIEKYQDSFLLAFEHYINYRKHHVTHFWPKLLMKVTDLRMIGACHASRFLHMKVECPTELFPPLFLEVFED
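Binding of a 20-amino-acid Texas Red SRC2 peptide (20 nM) to TRb ligand-binding domain (0.6 uM) with agonist T3 at 1 uM was followed by fluorescence polarization after a 5 hr room-temperature incubation.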
KDM4E inh – blocks human JMJD2E demethylase activity. actives 1.6% (n = 230,000). JMJD2E catalytic domain, FDH-coupled NADH fluorescence (FDH is formaldehyde dehydrogenase). Potency, µM (highest dose often 57.1 µM), inactives show at the top dose activity change, negative = inhibition, hits mostly inhibitors. AID 2147; active = well fitted inhibition curve with a large enough effect, not every such curve was filed as active; inconclusive = small, poorly fitted or top-dose-only effect, or another doubt; inactive = no such curve, though single readings can be large or run the other way;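 also: 0% = wells with enzyme and -100% = buffer wells without enzyme; nearly all actives have a fitted effect of over 50% in size; many of its hits are not listed in these tables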
Target sequence (B2RXH2 1-337 limits assumed): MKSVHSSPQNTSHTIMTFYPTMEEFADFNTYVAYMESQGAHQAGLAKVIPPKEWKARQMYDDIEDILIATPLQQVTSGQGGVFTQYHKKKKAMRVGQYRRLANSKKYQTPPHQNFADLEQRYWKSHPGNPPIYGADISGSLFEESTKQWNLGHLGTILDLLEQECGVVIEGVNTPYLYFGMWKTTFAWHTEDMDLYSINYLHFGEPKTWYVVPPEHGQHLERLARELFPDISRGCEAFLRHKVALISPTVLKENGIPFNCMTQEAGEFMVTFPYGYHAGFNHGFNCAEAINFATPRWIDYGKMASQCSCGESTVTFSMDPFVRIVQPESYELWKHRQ
RGS12 GoLoco inh – blocks human Gai1 binding to RGS12 GoLoco peptide, red readout. Gai1:RGS12 GoLoco peptide FP, rhodamine, 10 min. Potency, µM (top dose mostly 61.6 µM), for the others: top-dose activity, negative = inhibition, hits mostly inhibitors. actives 0.44% (n = 230,000); active = well fitted inhibition curve with a large enough effect, not every such curve was filed as active; inactive = no such curve, though single readings can be large or run the other way; also: % is scaled to controls: 0 for no effect and ±100 for the full control effect; nearly all actives have a fitted effect of over 30% in size; many of its hits are not listed in these tables
ALDH1A1 inh – blocks purified human ALDH1A1 activity; Purified ALDH1A1, NADH fluorescence, propionaldehyde substrate; Potency, µM (top dose mostly 75.3 µM), for the others: at the highest dose activity, negative = inhibition, actives largely listed as inhibitors; actives 7.3% (n = 220,000); AID 1030; active = well fitted inhibition curve with a large enough effect, not every such curve was filed as active; inconclusive = small, poorly fitted or top-dose-only effect, or another doubt; inactive = no such curve, though single readings can be large or run the other way;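 also: plate controls were no enzyme wells and a reference inhibitor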
* marks the source's active call; other numbers are inactive results; i = inactive; ? = inconclusive; / = no result given; & = joins results of further samples; [ ] = dose if it differs, or a comment. Unless noted, calls follow the shape of the dose curve; as a rule, active = well fitted curve in the direction sought with a large enough effect; inconclusive = small, poorly fitted or top-dose-only effect, or another doubt; inactive = no such curve, though single readings can be large; an effect the other way counts as inactive or inconclusive. Potency is read from the fitted curve at half-maximal effect. The list is partial; rates above refer to the full screens.

(1) Cc1ccc(C(=O)CN2C(=O)C(C)Oc3ccccc32)cc1 (configuration not stated)
(2) C#CCOCCOCCOCCNc1nc(N2CCN(C(=O)[C@H](CCCCN)n3cc(CCCC)nn3)CC2)nc(N2CCN(C(=O)[C@H](Cc3ccc(O)cc3)n3cc(CCO)nn3)CC2)n1
(3) CCOC(=O)C1=C(C)NC2=C(C(=O)c3ccccc32)C1c1ccc(O)cc1 (configuration not stated)
(4) Cc1sc(N)nc1C12CC3CC(CC(C3)C1)C2
(5) O=C(OC1CCN(c2ncc(C(F)(F)F)cc2Cl)CC1)c1ccc(Cl)cc1
(6) c1ccc(CSc2nnc3c(n2)OC(c2ccco2)Nc2ccccc2-3)cc1 (configuration not stated)
(7) Cc1nn(C)cc1CNC(=O)c1cccc(Cl)c1
(8) COc1ccc(NC(=S)N(CCCN2CCCC2)Cc2ccco2)cc1
(9) O=C(NCc1n[nH]c(=S)n1-c1ccc(Cl)c(Cl)c1)c1ccc(S(=O)(=O)N2CCOCC2)cc1
(10) CCOc1ccccc1N1CCN(C(=O)c2cc(C)oc2C)CC1

Screen / compound no.,1,2,3,4,5,6,7,8,9,10
RECQ1 helicase,-15%,-10%,3%,-6%,-3%,-2%,i,-2%,-6%,-9%
TexasRed fluor,2%,-1%,-5%,2%,-1%,0%,-1%,0%,-1%,-9%
RGS12 GoLoco inh,17%,1%,33%[activator],10%,6%,10%,-6%,3%,-6%,1%
KDM4E inh,-16%,-20%,-2%,-6%,?,-3%,6%,9%,-7%,-3%
ALDH1A1 inh,-11%,-7%,7%,?,-2%,?,16%,-4%,?,0%
SMN2 splice enh,16%,7%,3%,/,4%,-10%,9%,4%,-2%,6%
TRb-SRC2 inh,2%,-8%,9%,3%,-19%,-3%,1%,-2%,-4%,5%
LMNA splice mod,1%[46 µM],-1%,?,?,8%,?,3%,/,1%[46 µM],-4%

Values in list order from the entries so far.
Nos. 1–10 in TexasRed fluor: 2%, -1%, -5%, 2%, -1%, 0%, -1%, 0%, -1%, -9%

Additional compounds follow:
(11) O=S(=O)(c1ccccc1)N1CCC2(CC1)OCCO2
(12) N=C1C(c2nc3ccccc3[nH]2)=C(O)CN1NC(=O)c1c[nH]c2ccccc12
(13) Cc1ccccc1NC(=O)C(NC1CCCCC1)C(C)C (configuration not stated)
(14) CSCC[C@H](NC(=O)Nc1ccc(OC(F)(F)F)cc1)C(=O)O
(15) CC(Sc1nncs1)C(=O)NCc1ccc2c(c1)OCO2 (configuration not stated)
(16) COc1cccc(-n2c(=O)c3c(C)c(C(=O)N(C)C)sc3n(CC(=O)NCCc3ccc(OC)c(OC)c3)c2=O)c1
(17) Cc1cc(NC(=O)c2cccc([N+](=O)[O-])c2)n(-c2ccccc2)n1
(18) Cc1ccccc1Nc1ncc(C#N)c(N)n1
(19) CCNc1ncc2nc(CCc3ccccc3)c(=O)n(C3CC3)c2n1
(20) CN(CC(=O)Nc1ccccc1N1CCOCC1)S(=O)(=O)c1ccc(Cl)cc1

Screen / compound no.,11,12,13,14,15,16,17,18,19,20
RECQ1 helicase,i,-5%,-2%,i,-7%,i,-1%,i,i,-10%
TexasRed fluor,0%,-1%,-1%,-3%,1%,0%&-2%,-2%,-2%,/,-1%
RGS12 GoLoco inh,12%,8%,15%,8%,7%,-2%,8%,-2%,3%,-12%
KDM4E inh,5%,4%,-4%,1%,3%,-2%,2%,3%,/,1%
ALDH1A1 inh,4%,9%,-4%,7%,5%,8%,11%,/,?,?
SMN2 splice enh,4%,0%,/,/,-7%,-14%,9%,/,/,-27%
TRb-SRC2 inh,9%,3%,-2%,5%,-19%,3%&-1%,5%,-3%,/,-2%
LMNA splice mod,-7%[46 µM],4%[9.22 µM],?,/,7%,?,?,/,-13%,?

Whole records from above. Screens in order: RECQ1 helicase | TexasRed fluor | RGS12 GoLoco inh | KDM4E inh | ALDH1A1 inh | SMN2 splice enh | TRb-SRC2 inh | LMNA splice mod
Cc1cc(NC(=O)c2cccc([N+](=O)[O-])c2)n(-c2ccccc2)n1 in the list: -1% | -2% | 8% | 2% | 11% | 9% | 5% | ?
Cc1ccccc1NC(=O)C(NC1CCCCC1)C(C)C (configuration not stated) in the list: -2% | -1% | 15% | -4% | -4% | / | -2% | ?
CC(Sc1nncs1)C(=O)NCc1ccc2c(c1)OCO2 (configuration not stated) in the list: -7% | 1% | 7% | 3% | 5% | -7% | -19% | 7%

Additional results:
(21) CCOC(=O)c1c(C)c(C(=O)NCc2cccs2)c(C)n1CC
(22) Cc1ccccc1OC1=NS(=O)(=O)c2ccccc21
(23) Cc1ccc(Sc2nc3c(c(=O)[nH]c(=O)n3C)n2CCc2ccccc2)cc1
(24) O=C(CSc1nnc(-c2ccccc2Cl)o1)N1CCCCC1
(25) CN1CCN(C2=CC3=CC(=C(C#N)C#N)CCC3CC2)CC1 (configuration not stated)
(26) O=C(c1ccc(Cl)cc1)N1CCC(c2nc(-c3cccs3)no2)CC1
(27) Nc1ccc(C(=O)N/N=C\c2cc(N=Nc3cccc4ccccc34)ccc2O)cc1
(28) Cc1nc(N)sc1C(=O)N/N=C/c1cccnc1
(29) CCCc1c(OCCCCc2nn[nH]n2)ccc(C(C)=O)c1O
(30) COC(=O)C1=C(C)N(c2ccc(Cl)cc2)/C(=C/c2ccc(O)cc2)C1=O

Screen / compound no.,21,22,23,24,25,26,27,28,29,30
RECQ1 helicase,i,-17%,-3%,i,-10%,-4%,-8%,i,10%&-8%&-3%&8%&-2%,i
TexasRed fluor,2%,-8%,-3%,2%,1%,-3%,-26%,6%,1%,-1%
RGS12 GoLoco inh,-10%,14%,-9%,6%,23%,-2%,14%,6%,7%&-1%&0%&9%&4%&12%,6%
KDM4E inh,0%,-25%,9%,-8%,-15%,1%,?,-4%,-15%&5%&1%&14%,-1%
ALDH1A1 inh,-14%,2%,0.63µM*,?,?,-6%,-2%,-1%,5%&4%&5%&-5%&8%,7%
SMN2 splice enh,10%,/,-4%,16µM*,15%,-21%,-76%[inhibitor],15%,-7%&1%&-4%&-3%&0%,-28%
TRb-SRC2 inh,-10%,-1%,-16%,-18%,-12%,-15%,4%,5%,-1%,-3%
LMNA splice mod,5%,?,2%,?,/,?,?,/,?,-14%[46 µM]

(31) CCOP(=O)(OCC)C(Nc1cccc([N+](=O)[O-])c1)c1ccc(N(C)C)cc1 (configuration not stated)
(32) O=C(O)c1ccc(-n2nnnc2Oc2cccc3cccnc23)cc1
(33) Cc1cc(C)c(C#N)c(SCc2[nH]nc3c2C(c2ccccc2)C(C#N)=C(N)O3)n1 (configuration not stated)
(34) Cc1cccc(OCCCC(=O)Nc2ccccc2C(F)(F)F)c1
(35) COc1ccc(CCN(Cc2nc3ccccc3c(=O)[nH]2)C(=O)c2ccco2)cc1OC
(36) CC1CCCCN1Cc1ccc(N(C)C)cc1 (configuration not stated)
(37) CSc1cccc(NC(=S)NN(C)C)c1
(38) O=S(=O)(Nc1cccc2ccccc12)N1CCCC1
(39) Cc1cc(C(=O)NCc2cc(C(=O)O)oc2C)c(C)o1
(40) COC(=O)c1ccc(C(NC(=O)OCc2ccccc2)/C(C)=C/[C@@H](C)C(=O)N2CCN(C)CC2)cc1 (some centres not stated)

Screen / compound no.,31,32,33,34,35,36,37,38,39,40
RECQ1 helicase,-6%,-16%,-16%,-11%,i,5%,-5%,i,9%,1%
TexasRed fluor,-1%,-1%,1%,0%,-4%,-3%,-1%,0%,-2%,-5%
RGS12 GoLoco inh,-11%,8%,9%,0%,14%,/,5%,5%,-3%,-1%
KDM4E inh,-6%,1%,-2%,4%,-7%,?,7%,?,-8%,-4%
ALDH1A1 inh,/,8%,?,-1%,?,?,0%,?,0%,?
SMN2 splice enh,/,17%,-11%,-6%,4%,/,/,-6%,-7%,13%
TRb-SRC2 inh,2%,-17%,-5%,-2%,-4%,-7%,-10%,1%,5%,0%
LMNA splice mod,/,3%,-10%,9%,1%,2%,/,7%,2%,/

(41) Cc1ccc(NC(=O)CNCc2ccccc2)c(Br)c1
(42) COC(=O)C1=C(C)N(c2ccc(F)cc2)C(=O)C1
(43) O=C(Cc1ccccc1)NCC(=O)OCC(=O)c1ccccc1Cl
(44) CC(C)NC(=O)COc1ccccc1C#N
(45) CC(C)N(Cc1ccccc1)CC(O)COc1ccc(S(=O)(=O)N2CCOCC2)cc1Cl (configuration not stated)
(46) Fc1c(F)c(F)c(N=Cc2ccc3ncccc3c2)c(F)c1F
(47) N#CC1=C(S)N(c2ccc(F)cc2)C(c2cccs2)NC1=O (configuration not stated)
(48) CCC(C)Nc1nc(-c2ccc3c(c2)NC(=O)CO3)cs1 (configuration not stated)
(49) CC(=O)c1ccc(Nc2c3c(c(C#N)c4nc5ccccc5n24)CCC3)cc1
(50) Cc1noc(N)c1C(=O)Nc1ccc(F)c(Cl)c1
(51) COc1ccc(OCC(=O)NCc2cccnc2)cc1
(52) Cc1ccc(C)c(NC(=S)NCc2cccn2C)c1

Screen / compound no.,41,42,43,44,45,46,47,48,49,50,51,52
RECQ1 helicase,1%,0%,i,i,i,-2%,-11%,-8%,0%,0%,-8%,i
TexasRed fluor,-1%,0%,0%,-1%,-1%,1%,-2%,0%,-2%,0%,5%,-5%
RGS12 GoLoco inh,-3%,5%,11%,1%,12%,5%,12%,-2%,17%,9%,3%,0%
KDM4E inh,6%,3%,-5%,-6%,-3%,3%,-1%,6%,-7%,-2%,14%,-3%
ALDH1A1 inh,2%,12%,?,1%,-6%,8.9µM*,3%,3.5µM*,7%,9%,9%,-1%
SMN2 splice enh,3%,13%,7%,-9%,-9%,-28%,10%,2%,-9%,7%,0%,?
TRb-SRC2 inh,-4%,-2%,8%,0%,-6%,-3%,-14%,8%,-9%,5%,0%,-5%
LMNA splice mod,/,-9%,-15%[46 µM],/,/,-4%,-3%,?,-4%,7%,-2%,11%
